All columns: NCI-60 one-dose screen, growth in % after 48 h at 10 µM unless noted; 100 = growth as untreated, 0 = no growth, -100 = all killed.
U251: U251 CNS tumor cells; AID 1794753; hit rate 5.4% among 80,000
UO-31: UO-31 renal cancer | hit rate 5.2% among 81,000
786-0: 786-0 renal cancer cells; hit rate 5.1% among 81,000; AID 1794775
CAKI-1: CAKI-1 renal cancer. hit rate 4.7% among 75,000
SF-295: SF-295 CNS cancer cells; hit rate 5.6% among 79,000; AID 1794758
SN12C: SN12C renal cancer cells; hit rate 3.8% among 81,000
TK-10: TK-10 renal cancer cells; hit rate 3.9% among 81,000; AID 1794769
SF-268: SF-268 CNS cancer cells; hit rate 3.1% among 82,000
Active calls of the source: *; . = not tested or not shown; & = joins results of further samples; [ ] = another dose, or the depositor's remark. Rule for the calls: active = growth percent below 10; inactive = the rest.

SMILES	U251	UO-31	786-0	CAKI-1	SF-295	SN12C	TK-10	SF-268
Nc1c(C(=O)Nc2ccccc2)sc2nc3c(cc12)CN(C(=O)OCc1ccccc1)CC3	38	67	50	.	41	66	99	62
CC1CCN(C(=S)SCC(=O)NC(=O)c2ccccc2)CC1	106	92	103	102	105	109	100	100
COc1ccc2c(c1)CC[C@@H]1[C@@H]2CC[C@]2(C)C3C(=CCC4C(=O)N(c5ccccc5)C(=O)C43)C[C@@H]12 (stereo not given in full)	88	74	88	72	96	108	105	94
COc1cc2nc(Cl)nc(Nc3cccc(C4=Nc5c(N)nc(N)nc5NC(c5cc(OC)c(OC)c(OC)c5)C4)c3)c2cc1OC (stereo not given)	79	93	105	100	97	94	104	96
CSc1nn2c(-c3cccs3)ccnc2c1C#N	98	96	95	89	90	97	73	97
CC(O)C(NC(=O)OC(C)(C)C)C(=O)O (stereo not given)	98	91	108	100	115	113	103	106
COc1ccc(-c2c(C)c(C)cc3cc4c(cc23)OCO4)cc1	98	78	108	90	118	109	.	107
O=C(COc1c(Cl)cc(Cl)c(Cl)c1Cl)NC1CCCCC1	89	93	91	92	95	99	100	103
C=CCn1c(=O)n(C)c2c(=O)n(C)c(=O)n(C)c21	100	88	115	88	.	103	99	107
CCC(C)S(=O)(=O)c1oc(-c2ccc(C)cc2)nc1S(=O)(=O)c1ccccc1 (stereo not given)	-96*	-100*	-49*	-100*	47	-86*	-99*	-49*
Nc1c(C(=O)Nc2ccccn2)sc2nc3c(cc12)CCCCCC3	16	35	11	.	0.9*	39	36	36
COc1ccc(Oc2c(OC)cc(NCc3ccc(CN)cc3)c3ncccc23)cc1	100	52	99	97	.	92	112	89
CCCSc1nc(NC2CC2)c(C#N)c(-c2ccc(Cl)cc2)n1	91	95	85	66	84	96	111	91
CN(Cc1ccc(Nc2ccccc2)cc1)C1CCCCC1	100	87	105	94	117	97	103	96
CC1(C)CC[C@]2(C(N)=O)CC[C@]3(C)C(=CC[C@@H]4[C@@]5(C)CCC(=O)NC(C)(C)[C@@H]5CC[C@]43C)[C@@H]2C1	105	83	106	77	95	85	124	79
COc1cc(C=O)cc(C=O)c1O	100&100	91	83&58	109	96&26	87&58	88&116	87&73
CCCCNC(=S)S	96	81	98	89	92	99	103	101
Cn1cc(-c2csc(-c3ccccc3)n2)c2cccnc21	-34*[100 µM]	-29*[100 µM]	-77*[100 µM]	-32*[100 µM]	-47*[100 µM]	-58*[100 µM]	-46*[100 µM]	-18*[100 µM]
Cn1c(=O)c2c(nc(NCCNc3ccc(S(=O)(=O)Nc4ncccn4)cc3)n2Cc2ccccc2)n(C)c1=O	105	78	99	89	99	96	133	95
COc1cccc(Cn2cc3c(c2-c2ccccc2)CCc2cnoc2-3)c1	81	63	89	52	87	81	111	106
C=C(C)OC(=O)C(C(=O)OCC)=C(C)C	106	84	108	86	101	108	104	97
CCOC(=O)C(C(=O)OCC)c1cccc(Cl)c1	96	92	101	95	97	102	123	110
Cc1ccccc1Oc1ccccc1N	94	53	92	85	105	87	98	83
C/C(=C(\c1ccc(OCCN2CCCCCC2)cc1)c1ccc(OC(=O)c2ccccc2)cc1)c1ccc(Cl)cc1	30	27	22	49	44	47	70	43
Oc1ccc(/C=C/c2nc(Nc3ccc(Cl)cc3)c3ccccc3n2)cc1	108	71	106	83	97	92	108	103
Fc1ccc(/C=C(/C2=NCCN2)n2ccc3ccccc32)cc1	94	60	95	76	92	95	91	95
Cc1c2c(c(C)c3c1oc1ccc(O)cc13)C(=O)N(N)C2=O	83	51	81	72	100	63	120	59
CCN(CC)CCCNc1nc2ccccc2c2c(=O)c3cc(Cl)ccc3sc12	42	34	76	23	104	67	69	56
Cn1c2c(c3ccccc31)CCN1C[C@@H]3CCCC[C@H]3C[C@@H]21	20	23	-13*	19	-30*	33	32	16
COC(=O)[C@@]1(CCSC)N[C@H](c2ccc(C)s2)[C@@H]2C(=O)N(c3ccc(Cl)cc3)C(=O)[C@@H]21	99	81	103	103	97	102	113	102
COc1ccc(/C=C/c2c(C(C)=O)c(C)nc3ccccc23)cc1	95	65	95	81	85	86	78	98
CC(=O)c1ccc(NC(=O)c2cc(-c3ccc(S(C)(=O)=O)cc3)nc3ccccc23)cc1	98	69	103	88	102	88	122	96
COc1ccccc1/C=C/C(=O)c1c(O)cc2occc2c1OC	64	62	89	50	70	80	87	72
C#CCn1cc(/C=N/Nc2nc(-c3ccc(Br)cc3)cs2)c2ccccc21	101	81	105	106	98	95	162	108
Cc1cc(=O)oc2cc(OCCCCOc3ccc(/C=C/C(=O)Nc4ccc([N+](=O)[O-])cc4)cc3)ccc12	109	93	108	99	97	108	108	103
COc1cccc(CN(CCC(=O)O)Cc2cccc(OC)c2)c1	106	90	91	104	103	103	110	.
Clc1ccc(-c2noc(CCc3nnc(-c4ccccc4)o3)n2)cc1	107	77	110	89	107	99	119	96
COc1ccccc1CC(=O)O	100	88&86	98&97	105&91	108&93	94&97	105&97	106&111
COCC(=O)O	97	91	99	97	96	102	100	92
CC1OC(O)C(O)C(O)C1O (stereo not given)	92	98	105	95	105	98	102	102

A portion taken from the entries so far, as a working copy:
SMILES	U251	UO-31	786-0	CAKI-1	SF-295	SN12C	TK-10	SF-268
Nc1c(C(=O)Nc2ccccc2)sc2nc3c(cc12)CN(C(=O)OCc1ccccc1)CC3	38	67	50	.	41	66	99	62
CC1CCN(C(=S)SCC(=O)NC(=O)c2ccccc2)CC1	106	92	103	102	105	109	100	100
COc1ccc2c(c1)CC[C@@H]1[C@@H]2CC[C@]2(C)C3C(=CCC4C(=O)N(c5ccccc5)C(=O)C43)C[C@@H]12 (stereo not given in full)	88	74	88	72	96	108	105	94
COc1cc2nc(Cl)nc(Nc3cccc(C4=Nc5c(N)nc(N)nc5NC(c5cc(OC)c(OC)c(OC)c5)C4)c3)c2cc1OC (stereo not given)	79	93	105	100	97	94	104	96

(next part)
SMILES	U251	UO-31	786-0	CAKI-1	SF-295	SN12C	TK-10	SF-268
CCc1cccc(C(C)(C)C)c1NC(=S)NC=C(C#N)C#N	96	86	94	94	104	101	88	94
COc1cc2c(cc1OC)CN(S(N)(=O)=O)CC2	109	91	91	96	91	90	98	106
COc1ccc(-n2sc(=O)n(Cc3ccc(CNC(=O)C(C)c4ccc(CC(C)C)cc4)cc3)c2=O)cc1 (stereo not given)	95	77	99	89	94	98	100	95
CC1(C)CC(=O)C2=C(C1)N(c1ccc(OC(F)(F)F)cc1)C(N)=C(C#N)C2c1ccc(F)c(Br)c1 (stereo not given)	108	84	102	85	94	97	117	96
C=C1C(=O)O[C@H]2[C@H]1CC/C(COC(=O)NCc1c[nH]c3ccc(Br)cc13)=C\CC[C@@]1(C)O[C@@H]21	4.0*	-98*	-48*	-93*	61	-43*	-69*	3.9*
CCOC(=O)OC(C)OC(=O)C1N2C(=O)C(NC(=O)[C@H](N)c3ccccc3)C2SC1(C)C (stereo not given in full)	116	75	99	89	108	101	111	117
CCOC(=O)C1(C(=O)OCC)N=C(c2ccccc2)C=C1c1ccccc1	83	76	96	83	85	90	112	93
N#CCC(=O)NNc1nc2ccccc2[nH]c1=O	104	73	101	86	102	90	118	97
CC/C(=N\NS(=O)(=O)c1ccc(C)cc1)c1ccc(OC)c(C)c1	98	81	99	92	100	98	102	92
COc1ccc(NC(=O)c2sc3ncc(Br)cc3c2N)cc1	100	78	99	92	92	108	60	115
Nc1ccc(N=Nc2ccc(-c3ccc(N=Nc4ccc(N)c5cc(S(=O)(=O)O)ccc45)cc3)cc2)c2ccc(S(=O)(=O)O)cc12	97	81	105	.	91	100	100	104
COc1cc(C(=O)N/N=C/C(=O)O)cc(OC)c1OC	111	82	104	105	99	109	121	128
CCCc1cc(=O)oc2c3c(c4c(c12)OC(C)(C)C=C4)O[C@@H](C)[C@H](C)C3=O	66	72	73	73	70	83	83	86
O=C(CNc1ccc2c(c1)C(=O)c1ccccc1C2=O)Nc1ccc2c(c1)C(=O)c1ccccc1C2=O	-91*	-96*	-90*	-81*	-89*	-87*	.	-95*
N#C/C(=C/N1C(=O)/C(=C/c2ccc([N+](=O)[O-])cc2)SC1=S)C(N)=O	81	75	101	93	95	100	94	93
Clc1ccc(Cn2c(-c3cccs3)nc3ccccc32)cc1	68	58	99	92	.	91	91	104
Cc1ccc(Cl)c(NC(=S)NCc2cccnc2)c1	.	82	97	109	.	96	105	107
COc1ccc(CCN(CC(=O)N(CC(N)=O)C2CCC[C@@H]2OCc2ccccc2)C(=O)CN(C(=O)CN(CCc2ccc(Cl)cc2)C(=O)CN(C(=O)CN(C)Cc2ccccc2F)[C@H](C)C2CCCCC2)[C@H](C)C2CCCCC2)cc1OC (stereo not given in full)	22	37	44	95	-0.4*	35	16	26
CS(=O)(=O)Oc1ccc2c3c(c(=O)oc2c1)CCCCCC3	74	77	88	83	77	79	100	85
CC1(c2ccc(Cl)cc2)Nc2ccccc2-c2ccnn21 (stereo not given)	96	72	90	85	91	98	99	89

Reformatted with two lines to a compound: seven of the compounds above
Order of values – U251 | UO-31 | 786-0 | CAKI-1 | SF-295 | SN12C | TK-10 | SF-268
- CC/C(=N\NS(=O)(=O)c1ccc(C)cc1)c1ccc(OC)c(C)c1
    98 | 81 | 99 | 92 | 100 | 98 | 102 | 92
- COc1ccc(NC(=O)c2sc3ncc(Br)cc3c2N)cc1
    100 | 78 | 99 | 92 | 92 | 108 | 60 | 115
- Nc1ccc(N=Nc2ccc(-c3ccc(N=Nc4ccc(N)c5cc(S(=O)(=O)O)ccc45)cc3)cc2)c2ccc(S(=O)(=O)O)cc12
    97 | 81 | 105 | . | 91 | 100 | 100 | 104
- COc1cc(C(=O)N/N=C/C(=O)O)cc(OC)c1OC
    111 | 82 | 104 | 105 | 99 | 109 | 121 | 128
- CCCc1cc(=O)oc2c3c(c4c(c12)OC(C)(C)C=C4)O[C@@H](C)[C@H](C)C3=O
    66 | 72 | 73 | 73 | 70 | 83 | 83 | 86
- O=C(CNc1ccc2c(c1)C(=O)c1ccccc1C2=O)Nc1ccc2c(c1)C(=O)c1ccccc1C2=O
    -91* | -96* | -90* | -81* | -89* | -87* | . | -95*
- N#C/C(=C/N1C(=O)/C(=C/c2ccc([N+](=O)[O-])cc2)SC1=S)C(N)=O
    81 | 75 | 101 | 93 | 95 | 100 | 94 | 93

Following part
SMILES	U251	UO-31	786-0	CAKI-1	SF-295	SN12C	TK-10	SF-268
N#Cc1c(Nc2ccccc2)n[nH]c1-c1cccs1	88	65	93	92	118	86	96	106
CC(=O)Nc1nc(C)c(C(=O)NNC(=O)Nc2ccccc2)s1	102	78	110	140	116	92	159	100
CCOC(=O)C(=CNc1ccc(-c2cn3c(n2)sc2cc(Oc4ccnc(C(=O)NC)c4)ccc23)cc1)C(=O)OCC	99	87	98	.	101	95	103	100
C[n+]1ccccc1/C=N/O	99&99&102	97&92&80	95&111&93	108&99&94	116&105&98	102&104&98	100&120&99	107&105&107
Oc1ccc2ccccc2c1/C=N/N=C/c1c(O)ccc2ccccc12	94	69	112	92	104	90	.	99
Cc1cc(C(C)(C)CC(C)(C)C)ccc1OCCOCC[N+](C)(C)Cc1ccccc1	-86*	65	-19*	89	-14*	.	-12*	-70*
O=C(NCCN1CCCC1)c1ccc(-c2nc3ccc4[nH]ncc4c3c3c2CCCC3)cc1	11	43	6.4*	.	3.3*	9.0*	27	-11*
CC(=O)c1cc2ccc(OCC(=O)N3CCCCC3)cc2oc1=O	100	84	103	.	100	104	88	100
COc1cc(-c2nc(-c3ccccc3)[nH]c2-c2ccnc(NCCCNS(=O)(=O)c3ccc(Cl)cc3)n2)ccc1Cl	66	52	69	68	54	66	98	56
CCN(c1ccccc1)c1nc(Cl)nc2c1cnn2C	98	84	108	80	.	95	95	94
O=C(CCSc1nc(-c2ccccc2)c(-c2ccccc2)o1)N1CCCCC1	86	80	103	96	89	87	109	87
O=c1[nH]c(=S)[nH]cc1Oc1ccc(I)cc1	99	89	106	70	109	98	107	112
CC(C)CNCC(O)Cc1ccc(Oc2ccccc2)cc1 (stereo not given)	87	73	88	.	98	95	79	95
NC(=N\N=C/c1ccco1)/C(N)=N\N=C/c1ccco1	114	90	107	101	109	99	112	99
O=C1c2ccccc2C(=O)c2c1c(C(=O)c1ccc(Cl)cc1)n1c2ccc2c3ccccc3ccc21	110	70	110	93	99	103	108	105
Cc1ccc(S(=O)(=O)Nn2c(N)c(C#N)cc(-c3nc4ccccc4s3)c2=O)cc1	101	74	106	82	105	100	130	94
O=c1oc2ccccc2cc1-c1csc(N/N=C/c2cc3ccccc3nc2Cl)n1	97	91	107	88	98	91	116	106
C=CNC(=S)N/C=C(\C#N)S(=O)(=O)c1ccc(C)cc1	102	90	101	100	102	93	96	96
Nc1cccc(C(=O)Nc2ccccc2)c1	99	94	101	92	103	99	103	100
O=S(=O)(c1ccccc1)C1CC1(c1ccccc1)c1ccccc1 (stereo not given)	.	76	96	76	94	108	75	101
CC(C)c1ccc2c(N)c(C(=O)Nc3ccc(F)cc3)sc2n1	86	74	97	83	68	72	95	112
C#CCN(C)CCCOc1ccc(Cl)cc1Cl	96	100	89	95	95	97	106	106
Cc1ccc(-c2cc(-c3cccnc3)[nH]c(=O)c2C#N)s1	106	88	93	94	103	97	106	96
CN1C2CCC1/C(=C\c1ccc(F)cc1)C(=O)/C2=C/c1ccc(F)cc1	16	50	44	55	72	38	73	63
O=C1NC(=O)C(c2ccc(Cl)cc2)(c2ccc(Cl)cc2)N1	94	88	96	102	118	104	125	96
C=C(COC(C)=O)[C@H]1CC/C(C)=C/CC/C(C)=C/CC[C@@]2(C)O[C@H]2C1	98	100	96	126	110	106	108	97
CC(=O)C1CC=C(C)CC1 (stereo not given)	95	89	101	102	105	107	98	98
CC(=O)Nc1cc(C)c(C)cc1NC(C)=O	100	.	98	91	99	102	104	.
O=C(Nc1ccc(Oc2cccc(F)c2)c(Cl)c1)c1cccnc1	32	40	41	33	40	36	60	54
CCNC(=S)N/N=C(\C)c1nc2ccc(Cl)cc2[nH]1	53	34	76	29	45	69	67	54
Cc1ccc(C)n1-c1ccccc1-n1c(C)ccc1C	102	98	101	72	93	94	128	99
N#Cc1c(NC(=O)c2ccc(C(F)(F)F)cc2)sc2c1CCC(O)=C2	28	24	53	32	18	.	72	43

Bioassay records (PubChem)
